NCI-60 one-dose screen, 48 h, at 10 µM unless noted. Numbers give growth in % (100 = growth as untreated, 0 = no growth, -100 = all killed).
SW-620 – SW-620 colon cancer; 5.2% of 82,000 active
HCT-15 – HCT-15 colon cancer. 5.2% of 82,000 active
COLO 205 – COLO 205 colon cancer; AID 1794742; 7.3% of 79,000 active
NCI-H522 – NCI-H522 lung cancer; 8% of 78,000 active
NCI-H460 – NCI-H460 lung cancer. 6.8% of 82,000 active
NCI-H322M – NCI-H322M lung cancer; AID 1794733; 2.7% of 80,000 active
NCI-H226 – NCI-H226 lung cancer | AID 1794732 | 3.5% of 79,000 active
NCI-H23 – NCI-H23 lung cancer; 4% of 80,000 active; AID 1794731
HT29 – HT29 colon cancer; 7.4% of 81,000 active
* = called active by the depositor; nt = no result given; & = joins results of further samples. The calls were made as follows: active = growth percent below 10; inactive = the rest.

The first six compounds (preview)
SMILES | SW-620 | HCT-15 | COLO 205 | NCI-H522 | NCI-H460 | NCI-H322M | NCI-H226 | NCI-H23 | HT29
NC(N)=NCCN1CCCCCCC1 | 113&103 | 106&120 | 108&115 | 90&116 | 110&108 | 130&116 | 104&110 | 110&86 | 100&103
Cc1ccc(C(Cc2ccccc2)NC(CO)(CO)CO)cc1 (stereo unspecified) | 98 | 106 | 128 | 85 | 116 | 100 | 94 | 91 | 97
CS(=O)(=O)OC(C(O)CO)C(OS(C)(=O)=O)C(O)CO (stereo unspecified) | 89 | 93 | 93 | 87 | 83 | 98 | 107 | 95 | 89
O=C(O)/C=C\C(=O)Nc1ccc2c(c1)C(Br)c1ccccc1-2 (stereo unspecified) | 104 | 101 | 102 | 91 | 103 | 99 | 84 | 89 | 94
COc1ccc(-n2cnc3c(sc4ncc(Cl)cc43)c2=O)cc1 | 98 | 101 | 113 | 93 | 49 | 46 | 98 | 93 | 79
COc1ccc(CNn2c(COc3ccccc3)nc3ccccc3c2=O)cc1OC | 100 | 99 | 102 | 91 | 107 | 108 | 89 | 97 | 101

Main list, from the first entry:
SMILES | SW-620 | HCT-15 | COLO 205 | NCI-H522 | NCI-H460 | NCI-H322M | NCI-H226 | NCI-H23 | HT29
NC(N)=NCCN1CCCCCCC1 | 113&103 | 106&120 | 108&115 | 90&116 | 110&108 | 130&116 | 104&110 | 110&86 | 100&103
Cc1ccc(C(Cc2ccccc2)NC(CO)(CO)CO)cc1 (stereo unspecified) | 98 | 106 | 128 | 85 | 116 | 100 | 94 | 91 | 97
CS(=O)(=O)OC(C(O)CO)C(OS(C)(=O)=O)C(O)CO (stereo unspecified) | 89 | 93 | 93 | 87 | 83 | 98 | 107 | 95 | 89
O=C(O)/C=C\C(=O)Nc1ccc2c(c1)C(Br)c1ccccc1-2 (stereo unspecified) | 104 | 101 | 102 | 91 | 103 | 99 | 84 | 89 | 94
COc1ccc(-n2cnc3c(sc4ncc(Cl)cc43)c2=O)cc1 | 98 | 101 | 113 | 93 | 49 | 46 | 98 | 93 | 79
COc1ccc(CNn2c(COc3ccccc3)nc3ccccc3c2=O)cc1OC | 100 | 99 | 102 | 91 | 107 | 108 | 89 | 97 | 101
COc1ccc2c(c1)C(Sc1ccc(Cl)cc1)c1c(nc(N)c(C#N)c1N)O2 (stereo unspecified) | 58 | 59 | 87 | 55 | 63 | 86 | 65 | 75 | 75
CNC(=O)c1ccc(S(=O)(=O)Nc2ccc(NC(=O)CCCC(=O)NOCc3ccccc3)cc2)cc1 | 100 | 106 | 106 | 85 | 101 | 88 | 101 | 97 | 90
CCOC(=O)c1cc(C(=O)c2ccc(OC)cc2)n2ccc(/C=C/c3cc[n+](CC(=O)c4ccc(OC)cc4)cc3)cc12 | 5.7* | 86 | 65 | 57 | 75 | 86 | 91 | 84 | 17
Cc1ccc(Nc2ncnc3sc4c(c23)CCN(Cc2ccccc2)C4)cc1 | 92 | 84 | 108 | 89 | 97 | 88 | 91 | 90 | 105
CC1(c2ccncc2)Nc2ccccc2-c2ccnn21 (stereo unspecified) | 107 | 103 | 103 | 88 | 107 | nt | 91 | nt | 100
O=C1c2ccccc2C23C(=C(c4ccncc4)c4cc(C(F)(F)F)ccc42)CCCN13 (stereo unspecified) | 96 | 99 | 110 | 94 | 100 | 104 | 99 | 103 | 99
CCCCCCCCOC(=O)c1ccccc1O | 104 | 103 | 109 | 97 | 102 | 97 | 109 | 98 | 106
CCc1cccc2c1NC(=O)C2=O | 107&109 | 106&114 | 99&98 | 96&87 | 113&110 | 110&94 | 83&91 | 102&105 | 110&107
C=C(C)COC(=O)c1ccccc1 | 95 | 94 | 114 | 104 | 108 | 102 | 98 | 92 | 111
Cc1cc(=O)[nH]c(N/N=C2/CCCCC2C)n1 (stereo unspecified) | 111 | 114 | 108 | 114 | 116 | 101 | 111 | 116 | 108
Cc1cc2[nH]c(=S)[nH]c2cc1C | 106 | 102 | 116 | 103 | 109 | 90 | 99 | 102 | 96
COc1ccccc1Nc1n[nH]c(=S)s1 | 109 | 106 | 113 | 90 | 105 | 96 | 99 | 102 | 114
O=C(CC(c1ccccc1)c1ccccc1)CC(c1ccccc1)c1ccccc1 | 92 | 82 | 104 | 91 | 97 | 110 | 70 | 74 | 88
COc1ccc2c(c1)/C(=C/c1sc(=S)n(Cc3ccco3)c1O)C=N2 | 28 | 18 | 25 | 33 | 9.1* | 89 | 71 | 51 | 16
COc1cc(OC)c(S(=O)(=O)NNC(=O)c2ccncc2)cc1C1=NN(C=O)C(c2ccc(Cl)cc2)C1 (stereo unspecified) | 106 | 102 | 116 | 104 | 106 | 117 | 101 | nt | 109
COc1ccc(CCN2C(=O)/C(=C/c3ccc(C4Oc5ccccc5C5CC(c6ccc(OC)cc6)=NN54)cc3)SC2=S)cc1 (stereo unspecified) | 101 | 103 | 116 | 95 | 105 | 102 | nt | 108 | 105
CCCCNC(=O)/C(=C\c1ccc(OC)c(OC)c1)NC(=O)c1ccccc1 | 103 | 103 | 94 | 92 | 111 | 98 | 112 | 88 | 102
CN(C)CCC(O)(Cc1ccccc1)c1ccccc1 (stereo unspecified) | 114 | 108 | 107 | 116 | 112 | 120 | 115 | 100 | 103
CCO/C=N/C1=C(C#N)C(c2ccc(O)cc2)c2sc3c(F)cccc3c2O1 (stereo unspecified) | 101 | 92 | 118 | 87 | 104 | 104 | 102 | 92 | 110
COc1ccc2nc(Cl)c(/C=C/C(=O)c3ccc(NC(=O)CSc4nnc(-c5ccc(Br)cc5)n4-c4ccccc4)cc3)cc2c1 | 95 | 101 | 102 | 72 | 98 | 93 | 94 | 97 | 89
COC1=CC(O)C23OCC(=O)N2c2cccc4c2C(O)(CCC4)C3C1O (stereo unspecified) | 98 | 109 | 101 | 91 | 104 | 106 | 93 | 94 | 107
O=Cc1cccc(C(=O)O)c1O | 98 | 100 | 93 | 99 | 99 | 88 | 100 | 100 | 102
N#Cc1c(-c2ccc(F)cc2)nc(SCc2nc3ccccc3[nH]2)nc1N1CCNCC1 | 104 | 116 | 101 | 107 | 110 | 102 | 99 | 89 | 103
O=C(NCCCn1ccnc1)OCc1nc2nc(Cl)nc(N3CCOCC3)c2[nH]1 | 105 | 103 | 120 | 92 | 109 | 95 | 101 | 100 | 99
COc1ccc(C2NCCCC2c2ccccc2)cc1 (stereo unspecified) | 101 | 102 | 96 | 93 | 97 | 102 | 99 | 102 | 90
CC1CC(O)C2C3(C)CCCC2(COC3=O)C12CCC1(CCOC1=O)O2 (stereo unspecified) | 102 | 102 | 118 | 107 | 95 | 117 | nt | 109 | 109
O=C1NC(=O)C2(CCCc3ccccc32)N1 (stereo unspecified) | 104&103 | 104&107 | 107&121 | 87&88 | 102&113 | 108&119 | 104&113 | 104&104 | 96&94
NC(=O)c1ccc[n+]([O-])c1 | 107 | 104 | 104 | 81 | 111 | 107 | 82 | 103 | 94
Cc1ccc(NC(=O)Nc2c(Cl)cccc2Cl)cn1 | 127 | 100 | 135 | -11* | 106 | 119 | 140 | 109 | 130
COc1ccc(N2CCN(C(=O)Nc3ccc(S(N)(=O)=O)cc3)CC2)cc1 | 106 | 103 | 114 | 92 | 103 | 107 | 109 | 113 | 98

An excerpt of these results, as a markdown table.
| mol | SW-620 | HCT-15 | COLO 205 | NCI-H522 | NCI-H460 | NCI-H322M | NCI-H226 | NCI-H23 | HT29 |
| --- | --- | --- | --- | --- | --- | --- | --- | --- | --- |
| O=C1NC(=O)C2(CCCc3ccccc32)N1 (stereo unspecified) | 104&103 | 104&107 | 107&121 | 87&88 | 102&113 | 108&119 | 104&113 | 104&104 | 96&94 |
| NC(=O)c1ccc[n+]([O-])c1 | 107 | 104 | 104 | 81 | 111 | 107 | 82 | 103 | 94 |
| Cc1ccc(NC(=O)Nc2c(Cl)cccc2Cl)cn1 | 127 | 100 | 135 | -11* | 106 | 119 | 140 | 109 | 130 |
| COc1ccc(N2CCN(C(=O)Nc3ccc(S(N)(=O)=O)cc3)CC2)cc1 | 106 | 103 | 114 | 92 | 103 | 107 | 109 | 113 | 98 |

The main list resumes with the two entries that preceded the break.
SMILES | SW-620 | HCT-15 | COLO 205 | NCI-H522 | NCI-H460 | NCI-H322M | NCI-H226 | NCI-H23 | HT29
Cc1ccc(NC(=O)Nc2c(Cl)cccc2Cl)cn1 | 127 | 100 | 135 | -11* | 106 | 119 | 140 | 109 | 130
COc1ccc(N2CCN(C(=O)Nc3ccc(S(N)(=O)=O)cc3)CC2)cc1 | 106 | 103 | 114 | 92 | 103 | 107 | 109 | 113 | 98
CCCCCCCCCCCCCCCCCCOc1ccccc1CC(=O)OCC[N+]1(C)CCCC1 | 21 | 68 | 9.4* | 6.9* | 27 | 68 | 13 | 8.4* | 12
C(=N\Nc1ncc(-c2cc3cc4c(cc3o2)OCO4)s1)/c1c2ccccc2cc2ccccc12 | 93 | 35 | 104 | 89 | 87 | 86 | 80 | 83 | 96
CCOC(=O)c1ccc(N/C=C/C(=O)c2ccccc2)cc1 | 100 | 86 | 101 | 95 | 104 | 97 | 105 | 103 | 103
O=C(Cc1ccccc1)Nc1nnc(OC2CCN(c3nnc(NC(=O)Cc4ccccc4)s3)CC2)s1 | 88 | 93 | 77 | 73 | 42 | 37 | 97 | 76 | 75
CCN(CC)CCCC(C)Nc1nncc2cc(Cl)ccc12 (stereo unspecified) | 112 | 107 | 122 | 126 | 119 | 121 | 109 | 111 | 109
C[C@H]1[C@H](C)CC[C@]2(C(=O)O)CC[C@]3(C)C(=CC[C@@H]4[C@@]5(C)C/C(=C/c6ccncc6)C(=O)C(C)(C)[C@@H]5CC[C@]43C)[C@H]12 | 74 | 45 | nt | 57 | 46 | 74 | 77 | 72 | 79
CN1C(C)(C)CC(=NO)CC1(C)C | 107 | 103 | 105 | 97 | 121 | 91 | 106 | 111 | 114
CC(C)(O)c1ccc(C(=O)O)cc1 | 105 | 100 | nt | 100 | 105 | 101 | 99 | 109 | 103
C/C(=C/c1c(O)n(C)c2ccccc12)N=O | 98 | 82 | 116 | 96 | 102 | 91 | 94 | 87 | 114
CCC(CC)C(=O)OC(C)COc1ccccc1 (stereo unspecified) | 106 | 103 | 115 | 97 | 112 | 106 | 102 | 106 | 99
O=C(Nc1ccc(Cl)c(Cl)c1)ON1CCCCC1 | 91 | 94 | 106 | 96 | 99 | 110 | 104 | 104 | 112
COc1ccc(C(=O)O/N=C(\Cn2ccnc2)c2ccc(Cl)cc2)cc1 | 102 | 107 | 107 | 75 | 103 | 97 | 93 | 104 | 99
NCc1nc2ccccc2[nH]1 | 101 | 96 | 110 | 106 | 103 | 98 | 91 | 105 | 112
COC(=O)c1ccccc1C(=O)OC1CCCCC1 | 99 | 93 | 116 | 81 | 103 | 104 | 100 | 93 | 93
O=C1NC(=O)c2c1c1c3ccccc3ccc1c1[nH]c3ccccc3c21 | 28 | 13 | 29 | 11 | 6.4* | 19 | 12 | 16 | 13
NC(=O)c1cc(Br)ccc1N(Cc1ccccc1)S(=O)(=O)c1ccccc1 | 106 | 101 | 109 | 91 | 103 | 108 | 95 | 109 | 102
C1CCC([PH+](C2CCCCC2)C2CCCCC2[PH+](C2CCCCC2)C2CCCCC2)CC1.[Au].[CH-]1CCCCC1C1CCCC[N-]1 (stereo unspecified) | -76* | -26* | -62* | -51* | -70* | -52* | -35* | -31* | 2.8*
CC(=O)N1N=C(c2ccc(Nc3nc(NCCO)nc(NCCO)n3)cc2)CC1c1ccc(F)cc1 (stereo unspecified) | 109 | 103 | 97 | nt | 103 | 88 | 101 | 93 | 86
O=C1C=CC(=O)N1 | 116 | 102 | 116 | 97 | 114 | 96 | 93 | 107 | 100
O=C1CCc2cc(O)ccc21 | 104 | 102 | 109 | 92 | 107 | 90 | 97 | 99 | 99
COc1ccc(NC(=O)N2NC(c3ccc(Cl)cc3)C=C2c2ccccc2)cc1 (stereo unspecified) | 121 | 91 | 101 | 83 | 109 | 92 | 120 | 100 | 93
Cc1cccc2c1S/C(=C/c1ccc(F)cc1)C2=O | 101 | 93 | 105 | 90 | 102 | 91 | 84 | 86 | 110
CC1=C(CN(CC(=O)O)CC(=O)O)C(=O)C(C(C)C)=C/C1=C(\c1ccccc1S(=O)(=O)O)c1cc(C(C)C)c(O)c(CN(CC(=O)O)CC(=O)O)c1C | 111 | 98 | 105 | 89 | 108 | 84 | 103 | 102 | 97
O=c1oc2ccc(Br)cc2cc1-c1csc(-n2ccc(-c3cc4cc(Br)ccc4oc3=O)n2)n1 | 124 | 101 | 140 | 85 | 116 | 115 | 91 | 92 | 118
O=C(Nc1cc(C(F)(F)F)cc(C(F)(F)F)c1)N1CCN(c2cc(-c3cn(-c4ccccc4)nc3-c3cccc(O)c3)ccn2)CC1 | 104 | 73 | 106 | 76 | 82 | 88 | 83 | 87 | 96
CN1C[C@@H](c2ccc(Cl)cc2)[C@]2(NC(=S)N(c3ccc(F)c(Cl)c3)C2=O)[C@@]12C(=O)NC1C=CC=C[C@H]12 (stereo partly specified) | 87 | 72 | nt | 50 | 68 | 85 | 74 | 90 | 56
O=C(CCCCCCCCC(=O)N/N=C\c1ccccc1O)N/N=C\c1ccccc1O | 30 | 22 | 43 | 34 | -11* | 20 | -5.9* | 40 | 68
NC(=S)NC(=O)c1ccccc1 | 111 | 111 | 130 | 126 | 101 | 104 | 96 | 112 | 113
CC1=N/C(=C\c2cccc(C#N)c2)C(=O)O1 | 106 | 106 | 110 | 84 | 107 | 110 | 107 | 104 | 109
C/C=C/C=N\Nc1ccc([N+](=O)[O-])cn1 | 102 | 104 | 94 | 69 | 109 | 100 | 102 | 93 | 85
CC1(C(=O)O)CCC(C(=O)Nc2ccccc2)C1(C)C (stereo unspecified) | 103 | 104 | nt | 92 | 111 | 101 | 103 | 99 | 103
O=C(/C=C/c1ccccc1F)c1cccc(OCCCOc2cccc(C(=O)/C=C/c3ccccc3F)c2)c1 | 96 | 105 | 112 | 94 | 101 | 103 | 97 | 95 | 106
COC(=O)C(=O)c1cc2ccccc2n1S(=O)(=O)c1ccccc1 | 91 | 106 | 107 | 83 | 91 | 99 | 100 | 101 | 90

High-throughput results deposited in PubChem BioAssay by NCI.
